Bioassay records (PubChem)
DSG3 Ab inh – inhibitors of pemphigus antibody binding to human desmoglein-3; P32926; DSG3-coupled beads, scFv-anti-DSG3-GFP binding, flow cytometry; stronger effect = lower value; binding (percent of control), % at 10 µM; 310,000 tested, 0.48% active;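 active means binding more than 3 SD below its plate's average and above zero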;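 further: hits lower antibody fragment binding to DSG3; some compounds called inactive have numbers as strong as hits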
DAGLB inhibitor – blocks human DAGLB lipase activity. Q8NCG7. HEK293T DAGLB membrane lysate, EnzChek fluorogenic substrate. inhibition, % at 5.17 µM. 340,000 tested, 0.059% active. AID 504411; in the data active means inhibition above about 34%;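 further: 0% = enzyme with vehicle and 100% = wells lacking enzyme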
V-ATPase pH – regulators of yeast V-ATPase proton transport. S. cerevisiae, pHLuorin cytosolic pH fluorescence. 350,000 tested, 0.37% active. response, % at 10 µM. AID 504577; in the data active means response mostly above about 7.3%, no sharp cut-off; inactive means mostly below about 5.4%; further: actives read high; inactives centre near 0; some compounds called inactive have numbers as strong as hits
Keap1-Nrf2 PPI – Keap1-Nrf2 (human) interaction inhibition. Q14145. Keap1 Kelch-Nrf2 peptide fluorescence polarization, 1536-well. inhibition, % at 9.4 µM. 340,000 tested, 0.15% active; in the data active means inhibition above about 12%;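 further: human Keap1 Kelch domain with fluorescein labeled Nrf2 9mer peptide probe; 0% = neutral control wells and 100% = peptide positive control; higher means more block of Keap1 binding to Nrf2 peptide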
Cardiac RTF inh – cardiac RTF calcium desensitization; P19429+P45379; IANBD-labeled cardiac RTF, Ca2+ fluorescence; inhibition, % at 7.15 µM; 340,000 tested, 0.12% active; AID 493244;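 active means inhibition above the mean inhibition of all tested compounds plus 3 SD, cut at about 17% in these data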;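 further: assay run at fixed EC70 calcium of 1.6 mM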
NSD2 HMT inh – blocks human histone methyltransferase NSD2. 310,000 tested, 0.54% active. AID 743445. inhibition, % at 12.5 µM. NSD2 peptide methylation, AlphaScreen, 120 min; in the data active means inhibition above about 50%
Target sequence (O96028 whole entry, looked up): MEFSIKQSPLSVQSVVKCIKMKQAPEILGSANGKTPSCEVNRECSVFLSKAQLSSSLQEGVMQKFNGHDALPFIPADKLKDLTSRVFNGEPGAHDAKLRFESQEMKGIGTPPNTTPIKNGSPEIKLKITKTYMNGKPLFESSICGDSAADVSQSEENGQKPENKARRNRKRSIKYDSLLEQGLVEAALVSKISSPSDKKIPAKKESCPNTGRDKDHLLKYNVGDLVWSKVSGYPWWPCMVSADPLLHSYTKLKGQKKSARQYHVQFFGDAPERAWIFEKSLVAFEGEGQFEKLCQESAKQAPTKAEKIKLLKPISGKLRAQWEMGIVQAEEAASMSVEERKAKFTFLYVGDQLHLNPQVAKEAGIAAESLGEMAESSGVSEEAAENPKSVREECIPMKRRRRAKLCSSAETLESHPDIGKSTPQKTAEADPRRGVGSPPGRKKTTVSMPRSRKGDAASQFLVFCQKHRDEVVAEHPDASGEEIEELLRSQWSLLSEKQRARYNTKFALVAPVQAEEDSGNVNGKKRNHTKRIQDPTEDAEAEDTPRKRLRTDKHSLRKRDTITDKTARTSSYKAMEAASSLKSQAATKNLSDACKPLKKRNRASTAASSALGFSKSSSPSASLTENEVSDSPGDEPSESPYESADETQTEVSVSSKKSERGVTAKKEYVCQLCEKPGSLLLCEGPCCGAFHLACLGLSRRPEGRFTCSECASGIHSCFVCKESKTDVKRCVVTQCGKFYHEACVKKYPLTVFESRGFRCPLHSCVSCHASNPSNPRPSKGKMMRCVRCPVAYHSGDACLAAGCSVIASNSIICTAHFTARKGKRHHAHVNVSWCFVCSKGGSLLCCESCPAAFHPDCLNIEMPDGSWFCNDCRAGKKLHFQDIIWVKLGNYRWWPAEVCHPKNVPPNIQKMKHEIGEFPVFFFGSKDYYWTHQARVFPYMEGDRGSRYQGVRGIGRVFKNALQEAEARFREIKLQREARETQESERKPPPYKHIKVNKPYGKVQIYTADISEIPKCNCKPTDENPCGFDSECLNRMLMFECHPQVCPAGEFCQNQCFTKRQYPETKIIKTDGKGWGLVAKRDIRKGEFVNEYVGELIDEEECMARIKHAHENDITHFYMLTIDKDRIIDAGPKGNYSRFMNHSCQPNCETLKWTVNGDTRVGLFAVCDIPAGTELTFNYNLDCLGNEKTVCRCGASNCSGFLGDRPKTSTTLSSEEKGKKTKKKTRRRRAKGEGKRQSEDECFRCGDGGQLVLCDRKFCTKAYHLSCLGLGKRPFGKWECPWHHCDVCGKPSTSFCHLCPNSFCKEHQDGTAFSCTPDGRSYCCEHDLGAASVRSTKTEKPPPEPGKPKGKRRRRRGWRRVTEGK
CAL PDZ FP-1 – inhibitors of human CAL PDZ peptide binding; Q9HD26; purified CAL PDZ, TMR-peptide fluorescence polarization, 1 h; inhibition, % at 20 µM; 330,000 tested, 0.02% active; AID 504414;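 active means highest replicate inhibition of at least 40%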;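 further: plate controls were DMSO neutral control wells for no effect and unlabeled competitor peptide control wells for full effect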
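Material – purified CerCALP PDZ construct · Detection – FP readout, S and P plane fluorescence · Measure – percent inhibition from loss of millipolarization · Controls – unlabelled peptide for full inhibition, DMSO wells as neutral · Probe or stimulus – TMR-labelled reporter peptide T*-PRC34 bound in PDZ groove · Times – 1 h at RT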
C-LANA FP – blocks KSHV LANA C-terminal domain binding to DNA; MBP-C-LANA/FAM-LBS DNA binding, fluorescence polarization; inhibition, % at 9 µM; 340,000 tested, 0.078% active; AID 504423;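 active means highest replicate inhibition at or above 60% at 9 µM, even if other replicates fall short; inactive means all replicates below 60% inhibition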;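 further: 0% = neutral control wells and 100% = 4 µM acridine orange control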
Arrestin-AP2 inh – inhibitors of human beta-arrestin and AP2 interaction; FITC-arrestin peptide / GST-AP2 beads, flow cytometry; AP2 beta2 appendage carries R879A mutation; inhibition, % at 10 µM; 340,000 tested, 0.31% active; AID 504490;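 active means inhibition above a set limit, near 3 SD of compounds lacking own fluorescence, cut at about 54% in these data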;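 further: plate controls were DMSO wells for no effect and 5 µM unlabelled arrestin peptide for full effect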
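Measured by: flow cytometry, FL1 (488/535 nm); Material: AP2 appendage R879A on GSH beads; Evaluation: percent response; Timing: pre-incubation 12 min, peptide binding 1 h, room temperature; Also added: 50 nM FITC-arrestin peptide; Medium: PBS with 0.05% Tween 20 and 0.1% BSA.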
CAL PDZ FP-2 – inhibitors of human CAL PDZ peptide binding. Q9HD26. purified CAL PDZ, TMR-peptide fluorescence polarization, 1 h. inhibition, % at 24.9 µM. 300,000 tested, 0.92% active. AID 602252;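 active means mean inhibition of at least 30% with at least half of replicates also reaching 30%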;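 further: 0% = DMSO neutral control and 100% = excess unlabeled competitor peptide PRC23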
Starred values were filed as active, the others as inactive; nt = no result given.

SMILES | DSG3 Ab inh | DAGLB inhibitor | V-ATPase pH | Keap1-Nrf2 PPI | Cardiac RTF inh | NSD2 HMT inh | CAL PDZ FP-1 | C-LANA FP | Arrestin-AP2 inh | CAL PDZ FP-2
CC(C(=O)N1CCC2(CC1)OCCO2)C1Sc2ccccc2NC1=O (stereo not drawn) | 98 | -1 | 1 | 0 | -1 | -6 | nt | 1.3 | 8 | -6
CCCCn1c(O)c(C=NCc2ccc3c(c2)OCO3)c(=O)[nH]c1=O | 102 | 0 | 1 | 2 | -4 | -2 | -0.9 | -1.2 | 33 | -1
Cc1cc(OC(=O)CCCNC(=O)OC(C)(C)C)c2c3c(c(=O)oc2c1)CCC3 | 105 | -1 | -2 | -7 | -8 | 3 | -1.3 | -1.2 | -1 | 0
CN1C(=O)C(=Cc2cn(CC(=O)N3CCCC3)c3ccccc23)C(=O)N(C)C1=O | 104 | -4 | -1 | -32 | 0 | 4 | -0.3 | -2.5 | 1 | -8
O=c1[nH]c(=S)n(Cc2ccc(F)cc2)c(O)c1C=NCC1CCCO1 (stereo not drawn) | nt | 0 | -5 | -2 | 2 | 0 | -2.2 | -0.4 | 24 | 0
O=C(CCC(=O)N1CCOc2ccc(Cl)cc21)N1CCC2(CC1)OCCO2 | 104 | 1 | -2 | 2 | -9 | nt | 0.1 | -0.8 | -11 | 3
CN(C)c1ccccc1 | 97 | 0 | 2 | nt | nt | -3 | nt | nt | nt | nt
COc1ccc(-n2nc(C(=O)NCC(=O)N3CCC4(CC3)OCCO4)c3ccccc3c2=O)c(OC)c1 | 98 | -1 | -5 | -11 | 0 | -4 | -3.6 | 0.9 | 7 | 0
Cc1cccc(CN2CCCC(C(=O)c3ccc4c(c3)OCO4)C2)n1 (stereo not drawn) | 105 | -3 | 2 | -1 | -3 | -2 | -0.9 | 0.2 | 35 | 0
CC(C)(C)N(NC(=O)c1ccccc1)C(=O)c1ccccc1 | 98 | 0 | -5 | 1 | 3 | -1 | -2.2 | 0.1 | 25 | nt
Fc1ccc(CCNCc2ccc(Cl)c(Cl)c2)cc1 | 101 | -4 | 2 | 1 | 1 | -3 | -2.0 | -0.6 | 3 | 2
CN1CCN(c2ncnc3c2cnn3C)CC1 | 96 | nt | 4 | -2 | nt | 76* | 0.2 | 1.5 | -10 | -1
COc1ccc(N2C(=O)C(=O)N(c3ccc(OC)cc3)P2(=O)N(CCCl)CCCl)cc1 | 113 | 0 | 0 | -1 | -1 | 0 | -0.3 | -2.4 | 34 | -2
CCC(=NCC1CCCO1)c1c(O)n(-c2ccc(Cl)cc2)c(=O)[nH]c1=O (stereo not drawn) | 100 | 2 | 1 | -6 | 1 | -4 | nt | -0.2 | 5 | -3
CC(=NCc1ccc2c(c1)OCO2)c1c(O)n(C)c(=O)n(C)c1=O | nt | -1 | -2 | 2 | -6 | 3 | -1.4 | 0.5 | 5 | 0
CCCC1C(C#N)=C(N)Oc2c1c(=O)oc1ccccc21 (stereo not drawn) | 94 | 1 | -2 | -7 | -1 | 3 | nt | 1.7 | -6 | -1
COC(=O)C1=C(c2ccc(Cl)c(C(F)(F)F)c2)C[C@@H]2CC[C@H]1N2C | 106 | 2 | 4 | -2 | -17 | nt | -0.1 | -1.9 | 27 | -1
N#CC(C#N)=Cc1ccc(N2CCOCC2)cc1 | 98 | 2 | 1 | -8 | -9 | nt | -2.3 | -9.6 | -3 | -3
CCOC(=O)C1=C(NC(=S)NC(=O)c2ccccc2)c2ccccc2CC12CCCC2 | 86 | -8 | 0 | 3 | 4 | 4 | -1.2 | 0.6 | 22 | -1
CCCC(C)C1(CC)C(=O)NC(=Nc2ccc(F)cc2)NC1=O (stereo not drawn) | 103 | 2 | 1 | -8 | -14 | -1 | -0.2 | -0.3 | -6 | 0

Entries from the list above that have a tert-butyl group, in the order listed:
SMILES | DSG3 Ab inh | DAGLB inhibitor | V-ATPase pH | Keap1-Nrf2 PPI | Cardiac RTF inh | NSD2 HMT inh | CAL PDZ FP-1 | C-LANA FP | Arrestin-AP2 inh | CAL PDZ FP-2
Cc1cc(OC(=O)CCCNC(=O)OC(C)(C)C)c2c3c(c(=O)oc2c1)CCC3 | 105 | -1 | -2 | -7 | -8 | 3 | -1.3 | -1.2 | -1 | 0
CC(C)(C)N(NC(=O)c1ccccc1)C(=O)c1ccccc1 | 98 | 0 | -5 | 1 | 3 | -1 | -2.2 | 0.1 | 25 | nt

(more compounds)
SMILES | DSG3 Ab inh | DAGLB inhibitor | V-ATPase pH | Keap1-Nrf2 PPI | Cardiac RTF inh | NSD2 HMT inh | CAL PDZ FP-1 | C-LANA FP | Arrestin-AP2 inh | CAL PDZ FP-2
Cc1ccccc1Cc1c(C)nc2nc(SCC(=O)N3CCC4(CC3)OCCO4)nn2c1C | 103 | 1 | 0 | -4 | 3 | nt | -1.3 | 1.3 | 9 | -7
CC(=O)OC1CC(OC2C(O)CC(OC3C(O)CC(OC4CCC5(C)C(CCC6C5CCC5(C)C(C7=CC(=O)OC7)C(O)CC65O)C4)OC3C)OC2C)OC(C)C1OC1OC(CO)C(O)C(O)C1O (stereo not drawn) | 98 | 0 | 10 | -5 | -5 | nt | -2.5 | 2.0 | 8 | 0
CN1C(=O)C(c2ccccc2)C(=O)N(C)C1=O | 100 | nt | 0 | nt | nt | -2 | nt | nt | 7 | nt
Cc1ccc2c(c1)CC1(CN2C)C(=O)NC(=O)N(CCC2=CCCCC2)C1=O (stereo not drawn) | 118 | 2 | -4 | -1 | -1 | 5 | 0.7 | -4.3 | 24 | -4
Cc1cc(C(=O)CN2CCCC2)c(C)n1-c1ccc(F)cc1 | 102 | 4 | 1 | -2 | -3 | 3 | -0.5 | -3.8 | 6 | -2
COc1cc(C(CN)CC(=O)O)ccc1O (stereo not drawn) | 98 | 0 | 0 | -2 | -9 | 2 | -1.7 | 0.8 | -3 | 0
CC12CCC3C(CCC4(O)CC(O)CCC34C=O)C1(O)CCC2C1=CC(=O)OC1 (stereo not drawn) | 94 | 0 | 4 | 5 | -5 | -1 | -1.9 | 0.8 | 1 | 0
CCOc1cc(C=C2C(=O)NC(=S)NC2=O)ccc1O | 95 | -3 | -2 | 12* | -2 | 7 | 0.7 | 2.9 | 23 | -22
O=c1c2ccccc2nc(N2CCCC2)n1-c1ccccc1 | 99 | -2 | 5 | 4 | -7 | nt | -1.0 | -0.1 | 2 | -5
C[n+]1c(-c2ccccc2)cc(-c2ccc(O)cc2)cc1-c1ccccc1 | 94 | -1 | -4 | 1 | 1 | 4 | -0.7 | 1.7 | -6 | -9
CC(=O)c1cn(Cc2ccccc2F)c2ccccc12 | 104 | -2 | 1 | -2 | -4 | -5 | -0.3 | -0.7 | -5 | 5
COc1ccc(CCC(=O)N2C[C@H]3C[C@@H](C2)c2cccc(=O)n2C3)cc1 | 105 | 2 | 4 | -5 | 2 | nt | 0.2 | -2.8 | -5 | -1
CC1=C(C(=O)Nc2ccccc2)SCCO1 | 106 | 0 | 0 | 3 | 5 | nt | 0.4 | 0.4 | -6 | -20
c1ccc(CCN2CCC(N3CCN(c4ccccc4)CC3)CC2)cc1 | 99 | 2 | 2 | -1 | -3 | 3 | nt | -2.0 | 6 | -6
CCC(CO)(C(=O)OC1C[N+]2(C)CCC1CC2)c1ccccc1 (stereo not drawn) | 102 | 1 | 0 | -7 | -3 | 18 | 0.6 | 0.5 | -58 | -7
COc1ccc(-n2c(O)c(C=NCCN(C)C)c(=O)[nH]c2=O)cc1 | nt | -1 | -1 | -9 | -1 | -5 | 0.6 | -0.1 | -4 | -3
COC(=O)C1=C(c2ccc(-c3ccccc3)c(F)c2)C[C@@H]2CC[C@H]1N2C(=O)N1CCOCC1 | 104 | -5 | 1 | -3 | 1 | nt | -1.2 | 1.1 | -1 | -2
CCC(=NC(C)c1ccccc1)c1c(O)[nH]c(=O)[nH]c1=O (stereo not drawn) | 118 | 1 | 2 | -3 | 0 | 4 | -1.0 | 0.2 | 7 | -2
Cc1[nH]c2ccccc2c1CCNCc1cccnc1 | 99 | 1 | -7 | 1 | 2 | 9 | -1.9 | 1.6 | 48 | -1
Cc1ccccc1CN1CCN(c2ccc(Cl)cc2)CC1 | 89 | -9 | -1 | -2 | -10 | 0 | -1.1 | 0.1 | 7 | 0
COc1ccc(-n2c(O)c(C(C)=NCCc3c[nH]c4ccccc34)c(=O)[nH]c2=O)cc1 | 108 | nt | -3 | nt | nt | 2 | nt | nt | 5 | nt
Cc1nc2ccccc2c(=O)n1-c1cccnc1 | 98 | -1 | -1 | 7 | -3 | 19 | 0.0 | -0.8 | -6 | -9
CCOP(=O)(OCC)OCC | 102 | 0 | 0 | 7 | -6 | nt | -1.1 | -0.8 | 35 | -1
COP(=S)(OC)Oc1ccc(Sc2ccc(OP(=S)(OC)OC)cc2)cc1 | 103 | 0 | -2 | 1 | -39 | nt | 0.1 | -1.9 | 2 | 1
COc1ccc(/C=C2/C(=O)NC(=O)N(c3ccccc3)C2=O)cc1CN1C(=O)c2ccccc2C1=O | 91 | 3 | 2 | -6 | 2 | nt | -0.5 | 2.2 | 11 | 4
CNCCCc1ccccc1 | 97 | -5 | 2 | -6 | -13 | 103* | -1.7 | 0.6 | -1 | 0
CCc1ccc(C2=NN(CCC(=O)N3CCC4(CC3)OCCO4)C(=O)CC2)cc1 | 97 | 2 | 4 | -3 | -5 | 0 | -0.2 | 1.2 | 13 | -1
CCOC(=O)/C(=N\Nc1ccccc1)N1CC1 | 105 | -1 | -1 | 3 | -1 | 0 | nt | 0.6 | -18 | 1
CC1(CCCc2ccc(N(CCCl)CCCl)cc2)NC(=O)NC1=O (stereo not drawn) | 112 | 0 | 2 | nt | nt | 4 | nt | nt | nt | nt
CN1CC(C(=O)c2ccc(Cl)cc2)C(c2ccccc2F)C1 (stereo not drawn) | 105 | 1 | 0 | 1 | -7 | 10 | -0.5 | -1.5 | 23 | 0
O=C1NC(=O)N(c2ccc3c(c2)OCO3)C(=O)/C1=C/c1cccs1 | 104 | 0 | 1 | -1 | -5 | nt | -0.6 | 5.0 | 10 | 5
C1CCC2S[C@H]3CCCCC3NC2C1 (stereo partly drawn) | 101 | 0 | 5 | -3 | 1 | -3 | -1.2 | 0.3 | 8 | 58*
CSc1nc(Cl)c(Br)c(N2CC2)n1 | 93 | 0 | 1 | -3 | -9 | 1 | 0.3 | -0.2 | -5 | 1
COc1ccc(CC2C(=O)N(C)C(=O)N(C)C2=O)c(OC)c1 | 102 | 1 | -3 | -6 | -26 | 3 | -1.1 | 1.5 | -7 | -2
C1=C(c2ccccc2)CCNC1 | 110 | 0 | -4 | -4 | -15 | 1 | 0.2 | -1.3 | 5 | nt
c1ccc(CNCCc2c[nH]c3ccccc23)cc1 | 116 | 0 | 1 | 1 | -1 | 4 | -1.6 | -2.2 | 40 | nt
CC1CN(CC(=O)c2ccccc2Cl)CC(C)O1 (stereo not drawn) | 111 | 0 | -2 | 2 | 0 | nt | 0.8 | 2.6 | 1 | 1
COC(=O)C1=C(c2cc3ccccc3o2)C[C@@H]2CC[C@H]1N2C(=O)NCc1ccco1 | 103 | -2 | 9 | -8 | -13 | nt | -0.1 | -1.6 | 10 | -4

The list is partial; the hit share may differ from the screen's.
